Source: PubChem BioAssay
human PMI inhibitors: MPI inhibition at elevated mannose 6-phosphate – biochemical, fluorescence intensity, high mannose 6-phosphate, primary screen (AID 1220). inhibition, % at 20 µM, or IC50 in µM where a hit was titrated. recombinant PMI enzyme, coupled fluorescence intensity; higher % means a stronger effect. 0.66% of 190,000 active
T cell HTS: T cell immune modulation candidate; 2C CD8+ T cell-vesicle binding, flow cytometry; active compounds read low; calls only at 7 µM; 0.068% of 330,000 active; AID 2052;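 active = response, share of CD8 T cells binding vesicles, and their 90th percentile fluorescence all below set limits, cut at about 80% in these data, passing the limit was not always enough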
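Material: murine 2C transgenic CD8+ T lymphocytes / Also added: QL9-peptide-loaded Drosophila micro-vesicles bearing Ld, ICAM-1 and B7-1 / Schedule: binding step 1.5 h, 37 °C, antibody labelling 20 min, ice / Signal: flow cytometry, PE anti-B7-1 (FL2) versus Alexa647 anti-CD8 (FL8), PFA-fixed / Evaluation: percent CD8+ FL2 mean versus row control / Benchmarks: naked versus QL9-loaded vesicles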
M17LAP inhibition: P. falciparum M17LAP inhibitors, primary screen, biochemical, fluorogenic H-Leu-NHMec substrate, 1536-well (AID 1619); recombinant M17LAP, H-Leu-NHMec fluorogenic kinetic assay; higher % means a stronger effect; inhibition, % at 30 µM, or IC50 in µM where a hit was titrated; 0.38% of 220,000 active;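 active = compound inhibiting the enzyme by more than half at any dose during confirmatory dose-response retesting; inconclusive = strong single-dose inhibitors picked by rank but not retested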;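 note: plate controls were full reaction with DMSO carrier for no effect and no enzyme background for full effect; strong numbers were not always called active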
West Nile antiviral: West Nile virus antiviral activity, cell-based, CPE readout (AID 1621). West Nile virus-infected cells, CPE inhibition; higher % means a stronger effect. CPE inhibition, % at 10 µM; hits with a dose series show IC50 in µM. 0.02% of 290,000 active; in the data active = a potency from the dose series; inconclusive = CPE inhibition mostly from about 3.7% at the one dose, without a potency; inactive = the rest, 99 in 100 with CPE inhibition below about 2.2%; note: strong numbers were not always called active
K1F lysis inhibition: protection from phage-mediated lysis, alamar blue read-out – E. coli UTI89, K1F phage, bacterial capsule biogenesis inhibitors (AID 488966); E. coli UTI89 K1F phage lysis, alamar blue, 2 h; higher % means a stronger effect; one-dose inhibition, % at 100 µM; IC50 in µM for titrated hits; 0.02% of 340,000 active;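 active = phage lysis inhibition, versus mean bacterial control, above a set limit; inconclusive = no clear call, values can overlap the other calls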;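 note: capsule biogenesis inhibitors block K1F phage lysis so surviving cells raise fluorescence; higher fluorescence means more inhibition of phage lysis; actives were called in the ten point dose series up to 300 µM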
TNAP activators: human TNAP enzyme activators, primary screen, biochemical, luminescent, no phosphate acceptor, uHTS (AID 1001); activation fold at 20 µM; hits with a dose series show EC50 in µM; 0.03% of 200,000 active; purified TNAP, luminescent activation assay, no phosphate acceptor; higher activation fold means a stronger effect; in the data active = activation fold from about 3, or a potency from the dose series; inactive = the rest, 99 in 100 with activation fold below about 1.6; note: many of its hits are not listed in these tables
human PMI inhibition: inhibitors of human PMI, primary screen, biochemical, fluorescence intensity, coupled assay (AID 1209); purified PMI enzyme, coupled fluorescence intensity; higher % means a stronger effect; inhibition, % at 20 µM; hits with a dose series show IC50 in µM; 0.42% of 190,000 active;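 note: plate controls were DMSO vehicle for no effect and wells lacking substrate for full effect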
M1AAP inhibition: malaria alanyl aminopeptidase activity blockers – biochemical, fluorogenic H-Leu-NHMec substrate, 1536-well (AID 1445); recombinant M1AAP, H-Leu-NHMec fluorogenic kinetic assay; higher % means a stronger effect; one-dose inhibition, % at 30 µM; IC50 in µM for titrated hits; 0.42% of 220,000 active;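 active = primary inhibition above the hit cutoff, then over 50% inhibition at one or more dose response concentrations, cut at about 23% in these data, passing the limit was not always enough; inconclusive = conflicting primary data, or primary hits not chosen for dose response; inactive = low primary inhibition, or under 50% at every dose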;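 note: plate controls were DMSO full reaction for no effect and no enzyme background for full effect; strong numbers were not always called active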
RSV CPE inhibition: RSV antiviral activity via CPE protection, HEp-2 cells, primary 10 µM value included (AID 2391) | HEp-2 cells, RSV-induced CPE inhibition; higher % means a stronger effect | CPE inhibition, % at 10 µM; hits with a dose series show IC50 in µM | 0.13% of 310,000 active; in the data active = a potency from the dose series; inconclusive = CPE inhibition mostly from about 23% at the one dose, without a potency; inactive = the rest, 99 in 100 with CPE inhibition below about 21%; note: strong numbers were not always called active
T cell HTS vesicle-bound %: further read-out of T cell HTS, marked with its call; double positive events, %; measured here: CD8+ vesicle-bound cell fraction;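 binding gate set so that unloaded-vesicle control wells show 10% double positive cells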
An asterisk follows results filed as active; i = inactive; ? = inconclusive; · = no result given; [ ] = another dose, or the depositor's remark. Cut-off read from the data, not from the text of the source, unless noted: active = inhibition above about 50%; inactive = the rest.

SMILES	human PMI inhibitors	T cell HTS	T cell HTS vesicle-bound %	M17LAP inhibition	West Nile antiviral	K1F lysis inhibition	TNAP activators	human PMI inhibition	M1AAP inhibition	RSV CPE inhibition
CCOC(=O)c1c(C)[nH]c(C)c1C(=O)COC(=O)c1ccc(Cl)c(S(N)(=O)=O)c1	-9%	i	32	2%	0.5%	0.3%	1.1	-4%	10%	1.5%
N#CCCCN1C(=O)C(O)(CC(=O)c2ccc3c(c2)OCCO3)c2ccccc21 (stereo not drawn)	11%	i	17	3%	0.2%	0.3%	1.1	12%	1%	1.7%
Cc1nccn1CCCNC(=O)CC1C(=O)NCCN1Cc1ccc(F)cc1Cl (stereo not drawn)	·	i	22	·	-0.2%	-0.1%	·	·	·	2.8%
CC(C)c1ccc(NC2CCCN(C(=O)c3cccc(N4CCNC4=O)c3)C2)cc1 (stereo not drawn)	·	i	14	·	0.1%	-0.1%	·	·	·	-0.1%
COC(=O)C1=CN(C(C)C)C=C(C(=O)OC)C1c1cccc(OC)c1	2%	i	26	-67%	·	0.3%	1.3	-2%	9%	-0.1%
O=C(C1=NNCC1c1ccccc1)C1CO1 (stereo not drawn)	1%	·	·	17%	-0.7%	0.1%	1.1	-3%	6%	·
Cc1cccc(NC(=S)NCCO)c1C	8%	i	29	22%	0.2%	0.2%	1	4%	2%	0.5%
COc1ccc(OC)c(NC(=O)Cc2ccc(NC3=NC4CS(=O)(=O)CC4S3)cc2)c1 (stereo not drawn)	·	i	29	·	0.3%	5.1%	·	·	·	2.0%
Clc1ccc(OCCSCc2nc3ccccc3[nH]2)cc1	12%	i	32	2%	-0.7%	0.0%	1.6	13%	4%	3.3%
Cc1cccc(-c2ncc(CN3CCCC(CO)(Cc4ccccc4C)C3)cn2)c1 (stereo not drawn)	19%	i	43	2%	-1.3%	-0.1%	1	24%	4%	?

Some of these compounds in order of SMILES length, falling.
SMILES	human PMI inhibitors	T cell HTS	T cell HTS vesicle-bound %	M17LAP inhibition	West Nile antiviral	K1F lysis inhibition	TNAP activators	human PMI inhibition	M1AAP inhibition	RSV CPE inhibition
N#CCCCN1C(=O)C(O)(CC(=O)c2ccc3c(c2)OCCO3)c2ccccc21 (stereo not drawn)	11%	i	17	3%	0.2%	0.3%	1.1	12%	1%	1.7%
COC(=O)C1=CN(C(C)C)C=C(C(=O)OC)C1c1cccc(OC)c1	2%	i	26	-67%	·	0.3%	1.3	-2%	9%	-0.1%
Cc1cccc(NC(=S)NCCO)c1C	8%	i	29	22%	0.2%	0.2%	1	4%	2%	0.5%

More results:
SMILES	human PMI inhibitors	T cell HTS	T cell HTS vesicle-bound %	M17LAP inhibition	West Nile antiviral	K1F lysis inhibition	TNAP activators	human PMI inhibition	M1AAP inhibition	RSV CPE inhibition
Cc1ccc(CCNC(=O)CCS(=O)(=O)c2cc3c(cc2C)NC(=O)CO3)cc1	·	i	40	·	-0.7%	-2.0%	·	·	·	0.7%
O=C(NCCC(=O)N1CCC2(CC1)NCCc1[nH]cnc12)c1cccc(Cl)c1	·	i	18	·	-0.4%	0.0%	·	·	·	-0.7%
COC(=O)c1sc(NC(=O)CSc2nnnn2-c2cccc(OC)c2)nc1C	9%	i	17	-12%	-0.4%	1.5%	1	4%	2%	1.0%
CCOc1ncccc1C(=O)N(CC)CC(=O)NCc1ccc(Cl)cc1	·	i	40	·	-0.6%	0.1%	·	·	·	1.2%
Cc1nc(CCNC(=O)CC2C(=O)NCCN2Cc2ccoc2)nc2c1CCCC2 (stereo not drawn)	0%	i	57	3%	0.1%	-0.2%	1.1	2%	1%	1.1%
CC(=O)c1c(N)[nH]c(-c2ccccc2)nc1=S	1%	i	25	13%	0.5%	0.3%	1.1	0%	6%	3.8%
O=C1CC(N2CCN(C3CC(=O)N(CCc4ccccc4)C3=O)CC2)C(=O)N1CCc1ccccc1 (stereo not drawn)	18%	i	48	2%	-1.2%	-0.9%	1	19%	-1%	-0.9%
Cn1cnnc1SCC(=O)NCCC(c1ccccc1)c1ccccc1	-8%	i	32	0%	-0.2%	-0.1%	1	5%	-4%	0.9%
COc1ccc(C(=O)N/C(=C\c2cn(C)c3ccccc23)C(=O)OCC(C)C)cc1	5%	i	54	2%	·	0.2%	1.2	2%	4%	2.2%
CCCNC(=O)CSc1nnc(-c2ccco2)n1C	8%	i	54	-9%	0.2%	1.9%	1.1	2%	0%	1.1%
CCOC(=O)Nc1ccc2c(CN3CCN(S(=O)(=O)c4ccccc4)CC3)cc(=O)oc2c1	4%	i	18	-4%	0.4%	0.9%	1.1	10%	8%	1.6%
Cc1cc(C)n(CC(=O)N2CCCC(N3CCN(c4cccc(C(F)(F)F)c4)CC3)C2)n1 (stereo not drawn)	·	i	8	·	-1.4%	0.2%	·	·	·	1.9%
COc1ccccc1NS(=O)(=O)c1cc2c(cc1C)NC(=O)CO2	·	i	35	·	-0.4%	-1.4%	·	·	·	3.7%
Cc1cccc(OCc2nnc(SCC(=O)N(C(C)C)C(C)C)n2Cc2ccco2)c1C	4%	i	29	12%	0.5%	3.7%	1.1	4%	1%	-1.4%
O=C(NNc1ccc([N+](=O)[O-])cc1)C1CC1c1ccccc1 (stereo not drawn)	-12%	i	42	8%	-1.6%	6.2%	1	-11%	5%	1.4%
Cc1nc2cc(NC(=O)CCS(=O)(=O)c3ccccc3)ccc2s1	6%	i	33	12%	-0.6%	0.1%	1.1	9%	9%	-0.1%
CCc1ccc(N2CC(C(=O)NC3=NCCS3)CC2=O)cc1 (stereo not drawn)	8%	i	1	11%	0.7%	0.5%	1	-14%	9%	1.1%
CC(C)OCCCNC(=S)N1CCC(C(=O)c2ccc(Cl)cc2)CC1	·	i	55	·	-1.6%	-0.1%	·	·	·	9.6%
O=C(O)c1cc(-c2cccnc2)nn1-c1ccccn1	-10%	i	54	0%	0.1%	0.0%	1.1	-3%	-2%	1.4%
COC(=O)c1ccc2c(c1)N(Cc1ccccc1F)C(=O)c1ccccc1S2=O (stereo not drawn)	0%	i	22	0%	-0.3%	0.5%	1	4%	2%	0.5%
COc1cc(C)ccc1OCc1cc(C(=O)N2CCCCCCC2)no1	·	i	28	·	-1.0%	-0.1%[50 µM]	·	·	·	3.6%
COc1ccccc1NC1=C(N2CCCCC2)C(=O)c2ccccc2C1=O	3%	i	48	18%	0.9%	13%	0.8	-18%	7%	4.7%
Cc1nc2ccc(S(=O)(=O)NCC(=O)N(C)Cc3ccccc3)cc2s1	17%	i	47	15%	-0.2%	-0.3%	1.1	9%	0%	-1.0%
CCCCCCn1nc(C(=O)N(CC(C)C)c2c(N)n(CCCC)c(=O)[nH]c2=O)c2ccccc2c1=O	·	i	8	·	-1.2%	0.7%[50 µM]	·	·	·	0.4%
CC1CN(C(=O)c2cc([N+](=O)[O-])cc([N+](=O)[O-])c2)CC(C)O1 (stereo not drawn)	·	i	12	2%	-0.4%	0.0%	1.1	·	8%	2.4%
O=C(Cn1cnc2cc([N+](=O)[O-])ccc2c1=O)NCCc1ccc(F)cc1	14%	i	56	-17%	-0.3%	1.2%	1.1	6%	4%	0.5%
O=C(NCc1ccccc1)c1ccc(-c2ccc(F)cc2)o1	12%	i	15	-4%	0.0%	5.3%	1.1	20%	0%	-0.2%
O=c1[nH][nH]c(=O)c2cc(N3CCCC3)ccc12	14%	i	48	71µM*	-0.6%	0.0%	1	10%	10%	1.9%
c1ccc(CCCNCC2COc3ccccc3O2)cc1 (stereo not drawn)	9%	i	58	4%	-0.7%	-0.1%	1.1	1%	-2%	-0.2%
COCCNC(=O)CSc1nc2ccccc2c(=O)n1CC1CCCO1 (stereo not drawn)	1%	i	49	-4%	-0.4%	0.2%	1.1	2%	7%	0.7%
O=C(COC(=O)C1(c2ccc(F)cc2)CCCC1)N1CCN(C(=O)c2ccco2)CC1	6%	i	52	3%	-0.3%	-0.1%	1	9%	4%	0.2%
O=C(COC(=O)c1ccccc1F)Nc1cc(S(=O)(=O)N2CCOCC2)ccc1N1CCCC1	-4%	i	23	1%	0.2%	0.9%	1	-26%	11%	1.4%
CCN1C(=O)CC(N2CCC(Nc3ccc(OC)cc3)CC2)C1=O (stereo not drawn)	26%	i	19	0%	0.3%	0.2%	1.1	28%	4%	0.4%
COc1cc(C(=O)Nc2nc3ccc4nc(C)sc4c3s2)cc(OC)c1OC	-7%	i	18	0%	0.4%	2.0%[50 µM]	1.1	0%	1%	1.0%
CCN(CC)CCn1c2ccc(F)cc2c2nc(C)sc21	-9%	i	22	-4%	-0.2%	0.4%	1.1	-5%	-3%	-0.2%
COC(=O)C(=O)C/C(=N/Nc1ncnc2ccccc12)c1ccc(Cl)cc1	·	i	41	·	0.4%	0.2%	·	·	·	-0.3%
O=C(CSc1n[nH]c(-c2ccccc2O)n1)N1CCCc2ccccc21	3%	i	20	5%	-0.1%	-0.2%	1.1	6%	-6%	0.2%
Cc1cc(Br)cc(Br)c1OCC(=O)NNC(=O)CCC(=O)NCc1ccccc1	·	i	12	·	1.0%	1.9%[50 µM]	·	·	·	1.2%
COc1ccc(CNC(=O)CNC(c2ccccc2)c2ccccc2)cc1OC	·	i	48	·	-0.7%	-0.2%	·	·	·	1.1%
Cc1ccccc1C(=O)NNC(=O)/C=C\C(=O)O	·	i	24	2%	0.0%	-1.1%[50 µM]	·	·	1%	1.5%
CCOC(=O)C(NCc1ccccn1)(NC(=O)c1cccnc1)C(F)(F)F (stereo not drawn)	10%	i	29	-2%	0.1%	0.4%	1.1	19%	0%	2.2%
Cc1nc2ncc(Br)cc2[nH]1	-2%	i	68	0%	0.1%	0.5%	0.9	1%	4%	0.5%
Cc1ccc(C2CC(=O)Nc3cc4c(cc32)OCCO4)s1 (stereo not drawn)	4%	i	22	0%	-0.3%	5.3%	1.1	8%	7%	13%
CCOC(=O)/C(=C/C=C1\Sc2cc(C)c(C)cc2N1CC)C(C)=O	26%	·	·	·	-0.7%	-0.1%	0.6	26%	·	·
O=C(NCc1ccco1)C(c1ccccc1F)N(Cc1cccnc1)C(=O)Cn1nnc2ccccc21 (stereo not drawn)	-8%	i	14	21%	-0.2%	0.9%	1.1	-2%	7%	1.0%
Cc1ccc(C(=O)NNC(=O)CSc2nnc(-c3ccncc3)n2-c2ccc(C)cc2)cc1	0%	i	44	13%	0.4%	4.4%	1.1	-9%	11%	1.1%
